Source: PubChem BioAssay
Wnt act: activates Wnt/beta-catenin signaling in a reporter cell assay. AID 743398. activation, % at 9.35 µM. activator, plate reader. hit rate 1.2% among 300,000; in the data active = activation above about 30%, passing the limit was not always enough;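 also: 0% = neutral control wells and 100% = positive control wells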
LANA DNA inh: KSHV C-LANA DNA binding inhibition | hit rate 0.078% among 340,000 | inhibition, % at 9 µM | AID 504423 | MBP-C-LANA/FAM-LBS DNA binding, fluorescence polarization;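 active = highest replicate inhibition at or above 60% at 9 µM, even if other replicates fall short; inactive = all replicates below 60% inhibition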;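 also: 0% = neutral control wells and 100% = 4 µM acridine orange control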
Arr AP2 block: blocks beta-arrestin peptide binding to AP2 adaptin | FITC-arrestin peptide / GST-AP2 beads, flow cytometry; AP2 beta2 appendage carries R879A mutation | inhibition, % at 10 µM | hit rate 0.31% among 340,000;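 active = inhibition above a set limit, near 3 SD of compounds lacking own fluorescence, cut at about 54% in these data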;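 also: plate controls were DMSO wells for no effect and 5 µM unlabelled arrestin peptide for full effect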
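test system = AP2 appendage R879A on GSH beads | buffer or medium = PBS plus Tween 20 (0.05%) and BSA (0.1%) | incubation = 12 min plus 1 h, RT | detection = bead flow cytometry, FITC channel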
MOR-DOR inv ag: inverse agonists of human mu-delta opioid receptor heterodimerization; P35372+P41143; cell-based MOR-DOR heterodimer luminescence, inverse agonism; inhibition, % at 9.3 µM; hit rate 0.21% among 340,000; AID 504357; in the data active = inhibition above about 22%, passing the limit was not always enough;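 also: 0% = cells with DMSO and 100% = wells without cells with DMSO; values of inactives mirror those of a sister screen read the other way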
cardiac RTF act: increases calcium sensitivity of human cardiac regulated thin filaments; IANBD-labeled TnC RTF fluorescence at EC20 calcium; 0% EC20 calcium, 100% full calcium; activation, % at 7.2 µM; AID 493008; P19429+P45379; hit rate 0.24% among 340,000;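 active = activation above the mean over all tested compounds plus 3 SD, cut at about 30% in these data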;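 also: rise in fluorescence read as greater calcium sensitivity of cardiac thin filaments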
RTF Ca sens inh: cardiac RTF calcium desensitization; hit rate 0.12% among 340,000; inhibition, % at 7.15 µM; AID 493244; IANBD-labeled cardiac RTF, Ca2+ fluorescence;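 active = inhibition above the mean inhibition of all tested compounds plus 3 SD, cut at about 17% in these data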;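 also: assay run at fixed EC70 calcium of 1.6 mM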
DSG3 Ab inh: human desmoglein-3 autoantibody binding inhibition | P32926 | DSG3-coupled beads, scFv-anti-DSG3-GFP binding, flow cytometry; hits give low values | binding (percent of control), % at 10 µM | hit rate 0.48% among 310,000;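 active = binding more than 3 SD below its plate's average and above zero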;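 also: hits lower antibody fragment binding to DSG3; some compounds called inactive have numbers as strong as hits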
Target sequence (P32926 whole entry, looked up, the tested form may be a part): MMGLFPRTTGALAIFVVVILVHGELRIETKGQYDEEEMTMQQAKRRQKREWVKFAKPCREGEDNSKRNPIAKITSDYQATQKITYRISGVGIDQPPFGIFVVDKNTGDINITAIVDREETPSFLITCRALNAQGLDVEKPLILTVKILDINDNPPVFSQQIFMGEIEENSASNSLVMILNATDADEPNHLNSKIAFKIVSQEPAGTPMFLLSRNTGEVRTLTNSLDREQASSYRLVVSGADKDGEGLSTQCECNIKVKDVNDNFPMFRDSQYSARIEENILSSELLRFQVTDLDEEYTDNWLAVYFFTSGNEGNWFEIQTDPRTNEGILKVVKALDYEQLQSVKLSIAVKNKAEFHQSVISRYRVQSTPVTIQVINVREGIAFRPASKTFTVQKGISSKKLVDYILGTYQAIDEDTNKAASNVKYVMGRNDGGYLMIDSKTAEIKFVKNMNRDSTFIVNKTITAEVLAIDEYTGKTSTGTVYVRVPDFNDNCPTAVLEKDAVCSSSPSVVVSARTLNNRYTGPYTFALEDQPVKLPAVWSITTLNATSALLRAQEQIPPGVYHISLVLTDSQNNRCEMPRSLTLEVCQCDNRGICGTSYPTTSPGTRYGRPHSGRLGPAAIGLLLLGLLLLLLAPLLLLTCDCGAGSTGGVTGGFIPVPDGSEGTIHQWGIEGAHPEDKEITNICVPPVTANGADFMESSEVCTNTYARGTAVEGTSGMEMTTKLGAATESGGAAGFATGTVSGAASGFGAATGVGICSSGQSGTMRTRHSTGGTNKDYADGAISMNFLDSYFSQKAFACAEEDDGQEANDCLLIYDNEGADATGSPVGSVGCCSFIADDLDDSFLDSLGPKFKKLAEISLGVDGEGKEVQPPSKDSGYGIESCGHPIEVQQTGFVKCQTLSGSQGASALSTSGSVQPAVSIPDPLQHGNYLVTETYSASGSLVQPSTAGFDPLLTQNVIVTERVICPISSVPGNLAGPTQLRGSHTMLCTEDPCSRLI
V-ATPase pH: yeast V-ATPase proton transport regulation by pHLuorin; hit rate 0.37% among 350,000; response, % at 10 µM; S. cerevisiae, pHLuorin cytosolic pH fluorescence; AID 504577; in the data active = response mostly above about 7.3%, no sharp cut-off; inactive = mostly below about 5.4%; also: actives read high; inactives centre near 0; some compounds called inactive have numbers as strong as hits; reference of the scale not given here
Keap1 Nrf2 FP: disrupts human Keap1 binding to Nrf2 peptide; Q14145; Keap1 Kelch-Nrf2 peptide fluorescence polarization, 1536-well; inhibition, % at 9.4 µM; hit rate 0.15% among 340,000; AID 504523; in the data active = inhibition above about 12%;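 also: human Keap1 Kelch domain with fluorescein labeled Nrf2 9mer peptide probe; 0% = neutral control wells and 100% = peptide positive control; higher means more block of Keap1 binding to Nrf2 peptide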
MOR-DOR ag: OPRM1-OPRD1 heterodimerization agonism; AID 504326; activation, % at 9.3 µM; cells, luminescence; hit rate 0.3% among 340,000; in the data active = activation above about 18%;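 also: 0% = vehicle-treated cells and 100% = reference agonist; values of inactives mirror those of a sister screen read the other way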
An asterisk follows results filed as active; x = not tested or not shown; & = joins results of further samples.

SMILES | Wnt act | LANA DNA inh | Arr AP2 block | MOR-DOR inv ag | cardiac RTF act | RTF Ca sens inh | DSG3 Ab inh | V-ATPase pH | Keap1 Nrf2 FP | MOR-DOR ag
COc1ccc(S(=O)(=O)N(C)CC(=O)N2CCN(c3ccccc3)CC2)cc1 | -3 | -1.0 | -10 | 5 | 2 | -10 | x | -2 | -6 | -0.8
CN1C2C=C3C(C#N)=C(N)C(C#N)(C#N)C(c4ccc(Br)cc4)C3C1CC2 (centres undefined) | 5 | 2.6 | -3 | 25 | 1 | -25 | x | 1 | -5 | -4.0
Cc1c(NC(=O)CN2CC(C)OC(C)C2)c(=O)n(-c2ccccc2)n1C (centres undefined) | -4 | 0.4&0.2 | 5&9 | 10&7 | 4&1 | 0&-5 | 96&104 | -3&0 | 1&-2 | -2.3&-1.2
C/C(=N\NC(=O)c1cccc(S(=O)(=O)Nc2ccc(C)cc2C)c1)c1ccncc1 | -2 | -1.3 | -8 | 5 | -2 | -15 | 100 | 0 | 1 | -1.1
COc1ccccc1N1CCN(C2CC(=O)N(c3ccc(F)cc3)C2=O)CC1 (centres undefined) | -1 | 3.3 | -8 | 4 | 2 | 0 | 87 | -2 | 5 | -0.8
Cn1c(CCNC(=O)c2ccccc2F)nnc1SCc1nc2ccccc2c(=O)[nH]1 | -3 | -0.9 | 0 | 9 | 0 | -2 | 107 | -4 | -1 | -1.5
Cc1ccc(C(=O)N/N=C\c2ccc3c(c2)OCO3)cn1 | 4 | 0.8 | -1 | 20 | 2 | -11 | 122 | -3 | 1 | -3.7
Cc1ccc(NC(=O)COc2ccc(Cl)cc2Cl)cc1S(=O)(=O)N1CCOCC1 | 1 | -0.5 | 0 | -29 | -1 | -12 | 83 | 5 | -3 | 5.5
Cc1cccc(C)c1NC(=O)COC(=O)CN1C(=O)C2CCCCC2C1=O (centres undefined) | -2 | 1.8 | 30 | 4 | -4 | -1 | 105 | -1 | -4 | -1.1
CCNC(=O)OCC12CC3CC(CC(C3)C1)C2 | 1 | -0.7 | 15 | 9 | -4 | -6 | 88 | 0 | -1 | -1.5
CC1(C)Cc2c(C#N)c(NCCCO)nc(-c3ccccc3)c2CO1 | 0 | 1.0 | -2 | 18 | -6 | 2 | 99 | -2 | -3 | -3.6
O=C(COc1ccc2ccccc2c1Br)NC(=S)Nc1cccc(CO)c1 | x | 0.7 | 8 | -7 | -2 | -3 | 94 | 8 | 1 | 1.4
CC(=O)C1=C(NC(=O)c2ccccc2F)C[C@@H]2[C@H]1C2(C)C | x | -0.5 | -10 | -57 | 8 | -11 | 115 | 5 | 1 | 9.9
COc1ccc(C(=O)N/N=C(/C)c2cccc(NC(=O)c3ccncc3)c2)cc1OC | 3 | -0.8 | 34 | 11 | -4 | 0 | 99 | 0 | 1 | -1.6
COCCNC(=O)c1ccccc1NS(=O)(=O)c1ccc(C)c([N+](=O)[O-])c1 | x | -0.9 | 11 | 8 | 4 | 3 | 101 | -1 | -1 | -1.5
O=C(O)c1ccc(Nc2c3ccccc3nc3ccccc23)cc1 | 6 | 2.1 | 2 | -17 | -1 | -13 | x | 2 | -2 | 3.6
CC1(C)Cc2ccccc2C(CSc2ccccc2C(=O)O)=N1 | -2 | -2.1 | 7 | -10 | 11 | -15 | 113 | 0 | -6 | 1.9
CCc1cc2cc3c(cc2nc1SCC(=O)Nc1cc(C)on1)OCO3 | x | -2.7 | 14 | 0 | 2 | -17 | 87* | -5 | -1 | 0.0
CC(C)N(C(=O)[C@H]1C[C@H](CC(=O)NCc2cccc(C(F)(F)F)c2)C(=O)N2CCc3c([nH]c4cc(-c5ccco5)ccc34)[C@]12C)C(C)C | -5 | 1.8 | -7 | -2 | -1 | -5 | 96 | -1 | -4 | 0.3
CCC1(c2ccccc2)NC(=O)N(CC(=O)NCc2ccccc2OC)C1=O (centres undefined) | -5 | -0.2 | -14 | 7 | -9 | -1 | 91 | -1 | 7 | -1.1
CCN(CC)S(=O)(=O)c1ccc(N2CCOCC2)c(NC(=O)C2=COCCO2)c1 | 0 | 0.4 | 26 | 17 | -4 | -1 | x | -2 | 0 | -3.2
COc1ccc(CCN(C)C(=O)c2cnc(C)cn2)cc1OC | -4 | -0.1 | 0 | 5 | -6 | -17 | 96 | 3 | -1 | -0.6
COc1ccc(CCNC(=O)CN2C(=O)COc3ccc(S(=O)(=O)N4CCCC4)cc32)c(OC)c1 | -3 | 1.1 | -25 | -13 | -6 | -1 | 116 | -3 | -2 | 2.5
CC1CCCC(NC(=O)COC(=O)c2ccc3ncsc3c2)C1C (centres undefined) | 4 | 2.4 | -6 | 5 | -1 | 0 | 109 | -1 | -2 | -1.2
COc1cccc(-c2nc(CS(=O)(=O)CC(=O)NCc3ccccc3OC)c(C)o2)c1 | 0 | 1.0 | 11 | -3 | 6 | -7 | 116 | -1 | -1 | 0.5
CC(NCCN(C)C)C1CCC2C3CCc4cc(O)ccc4C3CCC12C (centres undefined) | -2 | -3.4 | -2 | -10 | 1 | 2 | 92 | 0 | -3 | 1.9
COc1ccc(Cn2nnnc2C(c2ccccc2Cl)N2CCN(C3CCCC3)CC2)cc1 (centres undefined) | x | -1.4 | 3 | -29 | 0 | -4 | 105 | 1 | -4 | 5.8
COc1ccc(CCNC(=O)COC(=O)CSc2ccc([N+](=O)[O-])cc2)cc1OC | -2 | -1.4 | 1 | 15 | 5 | -3 | 90 | 3 | 2 | -3.8
O=C1OCCN1C(=O)[C@H]1[C@H](c2ccccc2)C(c2ccc(F)cc2)=NN1c1ccccc1 | -1 | -3.4 | -9 | -12 | 4 | -7 | 96 | -2 | -18 | 2.6
COc1ccc(-c2noc(N3CCC(C(=O)NC(C)c4ccccc4)CC3)n2)cc1 (centres undefined) | -2 | -0.5 | -1 | 9 | 2 | -3 | 103 | 3 | -2 | -1.7
Cc1ccc(-n2c(C)cc(C(=O)CN3CCOCC3)c2C)cc1C | -1 | -2.3 | -9 | 6 | 3 | -24 | 104 | 3 | -5 | -1.4
COc1ccccc1C(=O)Nc1nc(-c2cccs2)c(NC(C)=O)s1 | 23 | 0.1 | -2 | 4 | -6 | -5 | x | 1 | -2 | -0.6
Cc1sc2nc(SCC(=O)N(CCO)CCO)n(C3CCCCC3)c(=O)c2c1C | x | -3.0 | 2 | 10 | -3 | 0 | 106 | 2 | 0 | -1.8
COc1ccc(CCNC2=C(Cl)C(=O)N(Cc3ccccc3)C2=O)cc1OC | -1 | -1.2 | 19 | -9 | -7 | -2 | 93 | 2 | 2 | 1.3
CCN(Cc1ccccc1)S(=O)(=O)c1cc(C(=O)NCCCN(C)C)ccc1OC | 0 | -0.3 | 4 | 4 | 10 | 3 | 117 | 1 | -3 | -0.9
COc1ccc(CCNC(=O)CSc2nc(O)c(C(C)C)c(=O)[nH]2)cc1OC | -2 | 2.7 | 3 | 18 | -5 | -11 | x | -1 | -7 | -4.0
CCOc1ccc(NS(=O)(=O)c2cc(C(=O)N3CCCC3)ccc2Cl)cc1 | 14 | -1.0 | 1 | 11 | 2 | -2 | x | -2 | -3 | -2.0
C[C@H](CO)N1C[C@H](C)[C@@H](CN(C)C(=O)Nc2ccc(C(F)(F)F)cc2)Oc2c(NC(=O)Nc3ccccc3)cccc2C1=O | -4 | -0.3 | 6 | 11 | -1 | -6 | 106 | 9 | 1 | -1.9
Cc1ccc(NCc2nnc(SCC(=O)Nc3ncc(C)s3)n2CC2CCCO2)c(C)c1 (centres undefined) | x | 0.8 | 1 | 1 | 5 | -11 | 85 | 0 | -6 | -0.2
O=C(CNC(=O)c1nc[nH]c1C(=O)N1CCNCC1)OCc1ccccc1 | -2 | 1.1 | 4 | 8 | 4 | 0 | 104 | 3 | -7 | -1.6
CC(=O)c1ccc(S(=O)(=O)Nc2cccc(-c3cn4c(n3)SCC4)c2)cc1 | -3 | 0.3 | -4 | 1 | -5 | 7 | 86 | 0 | -2 | -0.1
CCN1CCN(CCCNC(=O)Cn2nc(C)n3nc(-c4ccccc4)cc3c2=O)CC1 | -2 | -0.2 | 29 | 4 | -2 | -4 | 110 | 19* | 3 | -0.8
CN(C)S(=O)(=O)c1cccc(NC(=O)COC(=O)c2cn(-c3ccccc3)nc2-c2ccccc2)c1 | 4 | -0.9 | 3 | -21 | 15 | -3 | 92 | -1 | 0 | 3.5
COc1ccc(/C=N/Nc2nc(N3CCCCC3)nc(N3CCCCC3)n2)cc1[N+](=O)[O-] | -1 | 0.4 | 13 | -1 | 10 | -6 | 90 | 0 | -4 | 0.3
Cc1ccc(NC(=S)N2CCn3cccc3C2c2cccnc2)cc1 (centres undefined) | 3 | -2.4 | -17 | 9 | -8 | 1 | 125 | -2 | 3 | -1.6
CC1(c2ccc3noc(-c4ccc(F)cc4)c3c2)OCCO1 | -1 | 3.0 | 0 | -75 | 4 | -25 | 112 | -1 | -4 | 13
CC(=O)Nc1ccc(S(=O)(=O)NCCC(=O)OCCN2C(=O)c3ccccc3C2=O)cc1 | 1 | -0.1 | 1 | 8 | 0 | -5 | 101 | 3 | 5 | -1.6
CCOC(=O)N1CCN(C(=O)c2ccc3c(Cl)c4c(nc3c2)CCCC4)CC1 | -1 | -1.8 | 33 | 1 | -3 | -5 | 96 | -4 | -3 | -0.2

An excerpt of these results, with two lines to a compound:
Values run as follows: Wnt act, LANA DNA inh, Arr AP2 block, MOR-DOR inv ag, cardiac RTF act, RTF Ca sens inh, DSG3 Ab inh, V-ATPase pH, Keap1 Nrf2 FP, MOR-DOR ag
- CCN1CCN(CCCNC(=O)Cn2nc(C)n3nc(-c4ccccc4)cc3c2=O)CC1
    -2, -0.2, 29, 4, -2, -4, 110, 19*, 3, -0.8
- Cc1ccc(NCc2nnc(SCC(=O)Nc3ncc(C)s3)n2CC2CCCO2)c(C)c1 (centres undefined)
    x, 0.8, 1, 1, 5, -11, 85, 0, -6, -0.2
- CC1(c2ccc3noc(-c4ccc(F)cc4)c3c2)OCCO1
    -1, 3.0, 0, -75, 4, -25, 112, -1, -4, 13
- COc1ccc(/C=N/Nc2nc(N3CCCCC3)nc(N3CCCCC3)n2)cc1[N+](=O)[O-]
    -1, 0.4, 13, -1, 10, -6, 90, 0, -4, 0.3

More records.
SMILES | Wnt act | LANA DNA inh | Arr AP2 block | MOR-DOR inv ag | cardiac RTF act | RTF Ca sens inh | DSG3 Ab inh | V-ATPase pH | Keap1 Nrf2 FP | MOR-DOR ag
COc1ccc(C(NC(=O)C(C)C)c2c(O)ccc3ccccc23)cc1 (centres undefined) | x | -0.8 | -6 | 27 | -7 | -4 | 97 | 2 | -6 | -5.3
C#CCN1C=CC(=O)[C@@H](OC(=O)Nc2ccc(Br)cc2)[C@H]1c1ccccc1Br | -3 | 0.0 | 2 | -1 | -1 | -11 | 97 | 1 | -3 | 0.3
Cn1nnnc1-c1cc(Cl)cc(Cl)c1 | 0 | 1.4 | -3 | 9 | 4 | 1 | 110 | 1 | -2 | -1.5
Cc1nnc(SCC(=O)NC2CCCc3c2cnn3-c2ccc(F)cc2F)o1 (centres undefined) | 0 | 0.7 | 0 | 0 | 1 | -5 | 97 | -1 | -1 | 0.0
O=c1c(C=NCc2ccccc2)c(NCc2ccccc2)nc2ccccn12 | 1 | -2.5 | 18 | 10 | 1 | 2 | 87 | -2 | -5 | -2.0
NC(=O)COC(=O)c1ccc(S(=O)(=O)N2CCCCCC2)cc1 | x | -0.2 | -3 | 17 | 0 | -14 | 101 | -3 | 1 | -3.5
